BCLXL inh: inhibitors of human Bcl-xL | Q07817 | GST-Bcl-xL / FITC-Bim BH3 peptide fluorescence polarization | inhibition, % at 10.9 µM | 320,000 compounds, 0.7% hits | AID 2129;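 active means inhibition above the mean of all tested compounds plus 3 SD, cutoff set per campaign, cut at about 30% in these data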;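 further: 0% = DMSO wells and 100% = unlabeled Bim-BH3 peptide competitor; inhibitors lower millipolarization by displacing the labeled peptide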
Target sequence (Q07817 whole entry, looked up): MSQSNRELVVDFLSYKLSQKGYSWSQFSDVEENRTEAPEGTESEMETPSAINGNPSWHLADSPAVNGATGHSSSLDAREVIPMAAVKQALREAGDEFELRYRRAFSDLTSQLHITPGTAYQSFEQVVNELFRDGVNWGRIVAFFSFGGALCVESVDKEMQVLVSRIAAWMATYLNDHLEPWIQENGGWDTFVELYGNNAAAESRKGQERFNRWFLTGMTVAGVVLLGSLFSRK
CIT2-GFP yeast: alters CIT2-GFP fluorescence in TOR pathway yeast screen; 320,000 compounds, 0.065% hits; GFP response vs DMSO, % at 10 µM; AID 2029; S. cerevisiae CIT2-GFP strain, flow cytometry, 3 h; 100 means same as DMSO wells;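 active means GFP response relative to DMSO above a set limit, near the screen mean plus 3 SD, cut at about 150% in these data; inconclusive means Fewer than 70 cells measured for a yeast strain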;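 further: ratio of well median GFP fluorescence to mean of DMSO wells on the plate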
Fam108B inh: Fam108B inhibition, counter-screen for RBBP9 inhibitors; recombinant Fam108B, FP-Rh probe fluorescence polarization; inhibition, % at 9.51 µM; 300,000 compounds, 0.33% hits; AID 1947;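 active means inhibition above the screen mean inhibition plus 3 SD, computed separately per campaign, cut at about 18% in these data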;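 further: inhibitors lower polarization as less probe binds the enzyme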
GRK2 inh: blocks RNA aptamer binding to human GRK2. P25098. bead flow cytometry, FAM-aptamer displacement from GRK2. inhibition of aptamer binding, % at 10 µM. 330,000 compounds, 0.59% hits. AID 488847;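 active means inhibition of aptamer binding above 40%, roughly 3 SD of noise, on plates passing a quality check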;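 further: median bead fluorescence of bound FAM aptamer so fluorescent compounds give negative values; no value below 0 was filed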
GLD-1 TGE inh: GLD-1-TGE RNA interaction inhibition (C. elegans) | Q17339 | purified GLD-1 + fluorescein TGE RNA, fluorescence polarization | inhibition, % at 5.96 µM | 320,000 compounds, 0.44% hits | AID 2280;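 active means percent inhibition above a per-plate cutoff, the plate mean of test compounds plus 3 SD, cut at about 30% in these data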;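 further: 0% = DMSO wells with GLD-1 and probe and 100% = wells lacking GLD-1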
Target sequence (Q17339 whole entry, looked up): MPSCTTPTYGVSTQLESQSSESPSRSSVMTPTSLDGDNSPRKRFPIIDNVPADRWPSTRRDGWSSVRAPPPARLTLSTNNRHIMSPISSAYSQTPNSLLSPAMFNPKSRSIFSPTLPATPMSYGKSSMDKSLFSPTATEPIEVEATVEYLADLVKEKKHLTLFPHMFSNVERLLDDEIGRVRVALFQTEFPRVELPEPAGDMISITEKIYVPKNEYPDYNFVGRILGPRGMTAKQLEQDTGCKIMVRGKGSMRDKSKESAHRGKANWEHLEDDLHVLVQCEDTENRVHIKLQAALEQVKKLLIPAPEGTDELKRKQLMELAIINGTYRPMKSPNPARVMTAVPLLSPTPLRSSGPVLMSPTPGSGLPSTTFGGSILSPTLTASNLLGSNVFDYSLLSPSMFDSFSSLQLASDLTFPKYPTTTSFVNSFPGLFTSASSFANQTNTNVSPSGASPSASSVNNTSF
MEX-5 binding: C. elegans MEX-5 TCR-2 RNA binding activity. Q9XUB2. MEX-5/FITC-TCR2 RNA binding, fluorescence polarization; stronger effect = lower value. activity score (negative = inhibition of binding), % at 10 µM. 300,000 compounds, 0.38% hits;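 active means inhibition past about -25% in most replicates, and total fluorescence under double the plate's negative control median, limit read from the data; inconclusive means replicates evenly split on the limit, or fluorescence at least double controls; inactive means too little inhibition in most replicates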;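 further: 0% = DMSO and -100% = 5 µM competing unlabeled TCR2 RNA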
AGP1-GFP MLPCN: modulators of TOR pathway AGP1-GFP in S. cerevisiae; GFP response vs DMSO, % at 10 µM; S. cerevisiae AGP1-GFP multiplex flow cytometry, 3 h; GFP as percent of DMSO wells; AID 2066; 320,000 compounds, 0.02% hits;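 active means GFP response relative to DMSO above a set limit, near screen average plus 3 SD, cut at about 150% in these data; inconclusive means fewer than 70 cells counted for the yeast strain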;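 further: median GFP channel fluorescence of the gated AGP1 strain per well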
VLA-4 inh: inhibition in a human VLA-4 binding assay; P13612; VLA-4 expressing cells, ligand binding flow cytometry; inhibition, % (about 7 µM as worked out from the volumes in the protocol); 330,000 compounds, 0.2% hits; in the data active means inhibition above about 50%
MCL1-BIM inh: MCL1-BIM-BH3 interaction inhibition (human); inhibition, % at 10.9 µM; AID 2057; 320,000 compounds, 0.68% hits; GST-MCL1 / FITC-Bim-BH3 fluorescence polarization;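 active means inhibition above the mean inhibition of all tested compounds plus 3 SD, set per campaign, cut at about 40% in these data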;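 further: 0% = DMSO wells and 100% = unlabeled Bim-BH3 peptide control; higher means more loss of mP so more displacement of Bim peptide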
Active calls of the source: *; ? = inconclusive; · = no result given.

Start of the data: the first 2 compounds as a preview:
[1] CN(C(=O)CSc1ncnc2sc3c(c12)CCC3)C1CCS(=O)(=O)C1 (centres undefined)
[2] CCOC(=O)/C(C#N)=N\Nc1ccc(S(=O)(=O)Nc2nc(C)cc(C)n2)cc1

screen / no.	1	2
BCLXL inh	4	9
CIT2-GFP yeast	94	102
Fam108B inh	·	-5
GRK2 inh	0	0
GLD-1 TGE inh	2	5
MEX-5 binding	·	0.4
AGP1-GFP MLPCN	96	102
VLA-4 inh	8	39
MCL1-BIM inh	-10	11

Results, repeating the preview:
[1] CN(C(=O)CSc1ncnc2sc3c(c12)CCC3)C1CCS(=O)(=O)C1 (centres undefined)
[2] CCOC(=O)/C(C#N)=N\Nc1ccc(S(=O)(=O)Nc2nc(C)cc(C)n2)cc1
[3] O=S(=O)(/C=C/c1ccccc1)Nc1ccc(N2CCOCC2)cc1
[4] O=C1CCN(Cc2ccccc2)C(=O)N1c1ccccc1
[5] CC1CN(c2nn3c(=O)c4ccccc4nc3c3ccccc23)CC(C)O1 (centres undefined)
[6] CCc1c(C)nc2nc(SCc3ccccc3Cl)[nH]n2c1=O
[7] N#Cc1c2n(cnc1=O)CCCCC2
[8] COc1ccccc1-c1nc(-c2ccccn2)no1

screen / no.	1	2	3	4	5	6	7	8
BCLXL inh	4	9	6	4	6	4	-1	-3
CIT2-GFP yeast	94	102	96	108	96	103	?	91
Fam108B inh	·	-5	-3	0	5	1	-5	2
GRK2 inh	0	0	8	4	2	0	2	0
GLD-1 TGE inh	2	5	-2	7	3	-7	-7	1
MEX-5 binding	·	0.4	0.1	3.2	-0.7	-3.7	1.0	-3.1
AGP1-GFP MLPCN	96	102	99	106	106	96	?	92
VLA-4 inh	8	39	10	-3	6	3	10	2
MCL1-BIM inh	-10	11	4	-3	0	1	1	-6

Complete entries from above.
O=C1CCN(Cc2ccccc2)C(=O)N1c1ccccc1 is listed with BCLXL inh = 4; CIT2-GFP yeast = 108; Fam108B inh = 0; GRK2 inh = 4; GLD-1 TGE inh = 7; MEX-5 binding = 3.2; AGP1-GFP MLPCN = 106; VLA-4 inh = -3; MCL1-BIM inh = -3
N#Cc1c2n(cnc1=O)CCCCC2 is listed with BCLXL inh = -1; CIT2-GFP yeast = ?; Fam108B inh = -5; GRK2 inh = 2; GLD-1 TGE inh = -7; MEX-5 binding = 1.0; AGP1-GFP MLPCN = ?; VLA-4 inh = 10; MCL1-BIM inh = 1

Remaining list, next part
[9] Cc1ccc(C2(C)NC(=O)N(CC(=O)Nc3ccccc3N3CCCCC3)C2=O)cc1 (centres undefined)
[10] C=CCn1c2ccccc2c2nnc(SC(CC)C(=O)Nc3sc4c(c3C#N)CCCC4)nc21 (centres undefined)
[11] Cc1nnn(-c2nonc2N)c1C(=O)N/N=C/c1cccc2ccccc12
[12] CC(=O)c1cccc(CN2CCC(C(=O)Nc3ccc(-c4cccc(C)c4)cc3)CC2)c1
[13] COc1cccc(Cl)c1NC(=O)N1CCc2c([nH]c3ccccc23)C1C(F)(F)F (centres undefined)
[14] COc1ccc(C2=Nn3c(nnc3-c3ccc(OC)cc3)SC2)cc1
[15] O=C(CSc1nc2nn(-c3ccccc3)c(=O)c-2c2n1CCCCC2)c1ccc(O)c(O)c1
[16] Cc1ccc2c(c1)NCC(C(=O)NCc1ccccc1)O2 (centres undefined)

screen / no.	9	10	11	12	13	14	15	16
BCLXL inh	6	10	6	5	6	5	21	3
CIT2-GFP yeast	107	99	104	79	106	82	105	108
Fam108B inh	1	-6	-2	-8	-1	1	·	3
GRK2 inh	1	0	0	0	2	0	0	0
GLD-1 TGE inh	-6	2	0	6	-1	2	-1	0
MEX-5 binding	0.6	2.2	-1.5	-2.7	3.7	3.1	·	3.8
AGP1-GFP MLPCN	110	105	98	115	106	93	108	105
VLA-4 inh	9	-14	27	17	6	54*	-9	45
MCL1-BIM inh	3	14	-11	6	4	4	77*	6

[17] O=C(NC1CCCc2c1cnn2-c1ccccc1F)c1ccccc1N1CCOCC1 (centres undefined)
[18] Cc1cc(NN)nc(NS(=O)(=O)c2ccc(Cl)cc2)n1
[19] COc1cc(Cl)c(S(=O)(=O)N2CCOCC2)cc1Cl
[20] Cc1nn(CC(=O)N2CCc3ccccc3C2)c(C)c1Cl
[21] CN(CC(=O)Nc1ccccc1C(F)(F)F)C(=O)Cn1c(=O)oc2ccccc21
[22] O=C(CSc1ncc(-c2ccccc2)n1CC1CCCO1)N1CCCCC1 (centres undefined)
[23] Cc1ccc(C(=O)OCC(=O)NCc2ccc3c(c2)OCO3)cc1S(=O)(=O)N1CCOCC1
[24] N#Cc1ccccc1OCC(=O)OCC(=O)NCc1ccc2c(c1)OCO2

screen / no.	17	18	19	20	21	22	23	24
BCLXL inh	4	-3	6	-1	4	2	·	0
CIT2-GFP yeast	95	108	91	101	101	98	95	89
Fam108B inh	-1	-4	-1	1	-5	1	·	·
GRK2 inh	0	3	0	2	1	0	6	4
GLD-1 TGE inh	1	-4	3	1	5	-6	-4	-7
MEX-5 binding	-0.4	2.0	-0.9	1.9	-4.1	-0.8	·	·
AGP1-GFP MLPCN	98	100	100	103	114	103	96	102
VLA-4 inh	-4	-8	-1	-3	6	45	0	1
MCL1-BIM inh	7	0	-1	-8	8	-1	·	-8

[25] O=C(CNC(=O)c1ccc(Br)o1)Nc1cccc(S(=O)(=O)N2CCOCC2)c1
[26] O=C(Cc1ccc2c(c1)OCCO2)N1CCN(S(=O)(=O)c2cccc(C(F)(F)F)c2)CC1
[27] CCCCCCc1cc2cc(S(=O)(=O)c3ccc(F)c(Cl)c3)c(=O)oc2cc1O
[28] Cc1ccc(/C=N/Nc2ccc(Cl)c(C(=O)O)c2)s1

screen / no.	25	26	27	28
BCLXL inh	1	1	7	7
CIT2-GFP yeast	90	102	89	86
Fam108B inh	1	-2	8	3
GRK2 inh	0	0	0	5
GLD-1 TGE inh	4	-1	97*	2
MEX-5 binding	2.0	-3.1	1.3	0.3
AGP1-GFP MLPCN	102	102	86	95
VLA-4 inh	5	-22	19	14
MCL1-BIM inh	2	-5	3	5

Assay outcomes deposited in PubChem by several laboratories.
